Screens: PubChem BioAssay, University of Kansas High Throughput Screening Laboratory
Pf apPOL inh: Pf-apPOL DNA polymerase inhibition; inhibition, % at 10 µM; Recombinant Pf-apPOL, molecular beacon fluorescence, 1.5 h; 210,000 compounds, 0.25% hits
mHTT-CaM PPI inh: disrupts binding of mutant huntingtin to calmodulin; P42858; AlphaScreen His-mHTT/GST-CaM binding, luminescence; inhibition, % at 15 µM; 190,000 compounds, 3.6% hits; AID 1671202;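 also: 0% = both proteins with DMSO and 100% = one protein alone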
Numbers without * were called inactive; · = no result given; & = joins results of further samples. Rule as the data show it: active = inhibition above about 50%; inactive = the rest.

SMILES	Pf apPOL inh	mHTT-CaM PPI inh
Cc1cccc(OCC(=O)N2CCCCC2CCN2CCOCC2)c1 (centres undefined)	-6	-1
CC(C)CCn1c(NCCN)nc2c1c(=O)[nH]c(=O)n2C	-2	0
C#CCn1cc(/C=C2\C(=O)NC(=O)N(c3ccc4c(c3)OCO4)C2=O)c2ccccc21	-7	41
COc1cccc(C(=O)Nc2ccc(S(N)(=O)=O)cc2)c1OC	0	-17
Cc1c(Br)c([N+](=O)[O-])nn1CC(=O)Nc1ccc(S(N)(=O)=O)cc1	0	4
O=C(c1ccccc1F)N1N=C(c2cccs2)CC1c1ccc2nccnc2c1 (centres undefined)	2	21
COc1ccc(CONS(=O)(=O)c2ccc(NC(C)=O)cc2)cc1Cl	5	0
Cc1ccc(C)c(NC(=O)Nc2ccc3nnc(C)n3c2)c1	2	0
Cc1ccc(-c2noc(CSc3nc(N)cc(N)n3)n2)cc1	5&-8	3&-2
COc1cccc(C2=NC(C(C)C)NC(c3cc(Br)ccc3O)C2)c1 (centres undefined)	-2	81*
COC(=O)c1c(C)oc2cc(Br)c(OC(=O)C(C)C)cc12	0	-24
COc1ccc(NC(=O)c2ccnc(-c3ccsc3)c2)cc1	8	7
Cc1nnc(NC(=O)COc2ccc(Cl)cc2)s1	-6	4
O=C(c1ccc(F)cc1)N1CCC(CCNS(=O)(=O)c2cccc(Cl)c2)CC1	-2	47
CN1C(=O)c2cccnc2Sc2cc(NC(=O)Cc3cccc(Cl)c3)ccc21	-10	21
O=S1(=O)N=CN(c2cccc(C(F)(F)F)c2)c2ncccc21	-1	-5
COc1ccc(OC)c(C2=C/C(=C\c3cc([N+](=O)[O-])ccc3C)C(=O)O2)c1	3	-6
COC(=O)Oc1ccc2c3c(c(=O)oc2c1)CCCC3	-10	0
CC(C)Cc1nnc(NC(=O)Cc2cccs2)s1	-7	18
COc1ccc(S(=O)(=O)NCCC2CCN(C(=O)c3ccccc3)CC2)cc1Cl	0	23
Cn1nc(C(F)(F)F)cc1C(=O)O	·	-5
Cc1ccc(Oc2nccnc2N2CCCC(C(=O)Nc3ccc(F)c(Cl)c3)C2)cc1 (centres undefined)	-1	2
Cc1cccc(NC(=O)CCSc2ccc(Cl)cc2)c1C	-4	-1
CCC(Sc1nncn1C)C(=O)Nc1nnc(-c2cccc([N+](=O)[O-])c2)s1 (centres undefined)	-5	11
CCC(C)NC(=O)CC(NS(=O)(=O)c1ccc(F)cc1)c1cccc(OC)c1OC (centres undefined)	-3	-4
SMILES	Pf apPOL inh	mHTT-CaM PPI inh
COc1cccc(CNC2=NCCNC23CCN(S(=O)(=O)c2ccccc2C)CC3)c1	-1	-4
CC(=O)C1=C(C)NC(SCC(N)=O)=C(C#N)C1c1ccc(O)cc1 (centres undefined)	-4	-5
CC1CCN(C(=O)C2=CN(c3ccc(Cl)cc3)c3ccccc3S2(=O)=O)CC1	-1	1
Cc1ccc(/C=C2\NC(=O)N(Cc3ccc(Cl)cc3)C2=O)cc1[N+](=O)[O-]	-4	-1
CCc1ccc(/C=c2\sc3nc(-c4ccc(OC)cc4)nn3c2=O)cc1	12	-2
Cc1ccc2c(c1)N(c1ccc(F)c(F)c1)C=C(C#N)S2(=O)=O	1	-10
COc1ccc(NC(=O)c2cccs2)cc1NC(=O)c1ccco1	3	7
CSc1ccc(Oc2cccc3c2S(=O)(=O)N([C@H](C)c2ccccc2)C[C@@H](COCc2ccccc2)O3)cc1C	2	-5
CCCCCCCCN1[C@@H](CC(C)=O)c2ccc(/C=C/C(C)=O)cc2S1(=O)=O	-8	22
Cc1csc(-c2ccc(CNC(=O)c3cccnc3)cc2)n1	-2	-1
COc1ccc(CNC(=O)NCC2CCN(Cc3ccco3)CC2)cc1	0	-13
CS(=O)(=NC(=S)NC(=O)Oc1ccccc1)c1ccc(Cl)cc1 (centres undefined)	0&3	·
CCOc1ccc(C(=O)Nc2cccc(NC(=O)CC)c2)cc1Br	10	3
COC(=O)C1CCN(C2CN(Cc3cn(Cc4ccc(C(F)(F)F)cc4)nn3)S(=O)(=O)C2)CC1 (centres undefined)	2	11
Cc1ccc(SC[C@H](Cc2ccccc2)N2CC[C@@H](C)CCC2=O)cc1	-7	-2
CCOc1ccccc1NC(=O)C(CC)Sc1nc2ccsc2c(=O)n1C1CC1 (centres undefined)	-6	10
CCOC(=O)COc1ccc2c(=O)c(Oc3ccc(C(=O)OCC)cc3)coc2c1	-7	2
O=C(Nc1ccc2c(c1)N(C(=O)c1ccco1)CC2)c1cc(=O)c2ccccc2o1	-11	-4
C=C(C)CNC(=S)Nc1ccc(F)c(F)c1	·	-7
COc1cccc(NC(=O)C2c3cc(OC)c(OC)cc3C(=O)N(C)C2c2ccccc2F)c1 (centres undefined)	-4	-3
O=C(CSc1ncccn1)Nc1ccccc1C(F)(F)F	0	-7
COc1ccc(-c2cn3c4c(=O)n(C)c(=O)n(C)c4nc3n2-c2ccccc2)cc1	-2	-2
CCC(=O)NC(Cc1ccccc1)c1nnc(N2CCCCCC2)o1 (centres undefined)	1	-2
Cc1ccc(-n2c3nc(=O)n(C)c(=O)c-3cc3ccccc32)cc1	1	-3
Cc1cc2c(c(=O)o1)C(c1ccc(Cl)cc1Cl)C(C#N)=C(N)O2 (centres undefined)	-3	11
SMILES	Pf apPOL inh	mHTT-CaM PPI inh
Cc1ccc2c(c1)C(c1ccc(F)cc1)N(C(=O)c1ccccc1Br)CC(=O)N2 (centres undefined)	0	14
O=C(NC1CC2CC1CN2C(=O)c1ccc(C(F)(F)F)s1)c1cccnc1 (centres undefined)	0	7
O=C(Cc1cccs1)N1CCc2c(nc3cc[nH]n3c2=O)C1	4	-2
Cc1ccnc(NC(=O)c2ccc(Cn3cncn3)cc2)c1	-4	1
O=C(c1ccccc1)N1CCC(CCNS(=O)(=O)c2cccc3nsnc23)CC1	1	50*
Cc1cc2c(=O)n(CC(=O)Nc3ccc(Br)cc3F)ccc2s1	-2	-6
N#CCNC1CC(=O)N(c2ccc(F)cc2)C1=O (centres undefined)	2	-6
Cc1ccccc1OCCNC(=O)c1nonc1N	-2	-2
O=[N+]([O-])c1cc(C(F)(F)F)ccc1Sc1ccccc1	-4	55*
Clc1cccc(Nc2nc3nonc3n3nnnc23)c1	7&-7	25&27
Cc1cc(NC(=O)CSc2ccc(NC(=O)c3cccc(F)c3)nn2)no1	-6	-10
O=C(NCc1ccco1)N1CCC2(C1)Nc1cccnc1NC2=NC1CCCC1 (centres undefined)	1	16
Cc1ccccc1NC(=O)c1cccnc1N1CCOCC1	-1	-6
O=[N+]([O-])c1cc(Cl)ccc1N=Nc1cc(F)cc(F)c1O	-2	·
CCN1C(=O)C2CCCN2C(=O)c2ccccc21 (centres undefined)	-7	1
CC1=NN(c2ccc(Cl)c(C(=O)O)c2)C(=O)/C1=C/c1ccc(-c2ccccc2[N+](=O)[O-])o1	-77	33
Cc1ccc(NC(=O)C(=O)NCC(c2cccs2)N2CCc3ccccc3C2)cc1F (centres undefined)	7	6
Cc1ccc(Nc2nc(N)nc(CN3CCC(C)CC3)n2)c(C)c1	2	3
Cc1nn(-c2ccccc2)cc1C=Nn1c(-c2cccs2)n[nH]c1=S	-17	·
CC(=O)Nc1nc(-c2ccccc2)c(-c2ccccc2)o1	-6	24
COc1ccc(S(=O)(=O)Nc2ccccc2C(=O)N2CCCC2)cc1OC	-6	1
COCCNC(=O)c1cnn2c(C(F)(F)F)cc(-c3ccco3)nc12	1	2
COc1ccccc1NC(=O)N1CCc2[nH]cnc2C1c1ccncc1 (centres undefined)	-5	0
Cn1nc(-c2nc(C3CC3)no2)c2c1CCN(C(=O)C1CCOC1)C2 (centres undefined)	-4	15
CCC(C)N1CCN(C(=O)C2CCc3nc(N(CC)CC)ncc3C2)CC1 (centres undefined)	0	8
SMILES	Pf apPOL inh	mHTT-CaM PPI inh
O=C(O)c1c[nH]c2ccc(S(=O)(=O)N3CCN(c4ncccn4)CC3)cc2c1=O	-4	-3
O=C(Nc1nnc(-c2ccc(F)cc2)o1)c1ccc(S(=O)(=O)N2CCCCC2)cc1	-32	6
COc1ccc(C(=O)N2CCc3nc(Cc4cccc(F)c4)[nH]c(=O)c3C2)cc1	3	10
O=C(C1CCN(S(=O)(=O)N2CCC3(CC2)OCCO3)CC1)N1CCCCC1	-15	-5
O=C(NCc1ccccc1Cl)C(=O)NCC1CCN(c2ncccn2)CC1	-5	-2
CC(=O)NCCc1csc(C2CCN(C(=O)Cc3cccc(F)c3)CC2)n1	-1	11
CN(C)c1ccc(NC(=O)c2cc3ccccc3o2)cc1	-4	60*
CCn1cc(C2Nc3ccccc3C(=O)N2O)c(C)n1 (centres undefined)	9	5
Cc1ccc(C(=O)N2N=C(c3ccc(Br)cc3)CC2(O)C(F)(F)F)o1 (centres undefined)	-1	-13
O=C(c1ccoc1)N1CCC(O)(c2ccccc2)C(N2CCCC2)C1 (centres undefined)	-3	16
CCN1C(=O)c2cccc3c(S(=O)(=O)Nc4ccc(OC)cc4OC)ccc1c23	1	15
Cc1cc(NC(=O)CSc2nc3ccsc3c(=O)n2Cc2ccccn2)n[nH]1	-1	11
CC(C)c1ccc(NC(=O)c2cc3n(n2)CCCN(Cc2cccc(F)c2)C3=O)cc1	-10	6
COc1cc(-c2noc(C)c2C#Cc2ccsc2)cc(OC)c1OC	-1	-6
O=[N+]([O-])c1ccc(S(=O)(=O)N2CCSC2c2ccccc2Cl)cc1 (centres undefined)	2	-1
COc1cc(N=C(N)N)cc(OC)c1	-3	-3
Cc1nn(-c2ccccc2)c(C)c1Sc1ccc([N+](=O)[O-])cc1	-1	42
O=C(Nc1ccc(F)cc1)C1CCCN(C(=O)c2ccccc2Cl)C1 (centres undefined)	-9	36
CCOC(=O)C(=O)NCc1nc(COc2ccc(OC)cc2)no1	-6	-16
O=C1C2C3CC(C(Br)C3Br)C2C(=O)N1c1ccc(O)cc1 (centres undefined)	-3	-4
COc1ccc(C(=O)N2CCCc3ccccc32)cc1[N+](=O)[O-]	-1	11
c1ccc2c(c1)OCC(CSc1nc3ccccc3[nH]1)O2 (centres undefined)	-7&-10	-9&-3
Cc1ccc2c(c1)NC(=O)C(C(=O)N1CCCCCC1)O2 (centres undefined)	-1	-5
N#Cc1ccc(S(=O)(=O)N2CCCC(c3nc(CNC(=O)C4CC4)cs3)C2)cc1 (centres undefined)	-4	1
Cc1ccc(NC(=O)C2CCCO2)c([N+](=O)[O-])c1 (centres undefined)	-2	5
SMILES	Pf apPOL inh	mHTT-CaM PPI inh
CCc1ccc(S(=O)(=O)N2CCC(CN3CCCCCC3)CC2)cc1	2	100*
NC(=O)c1ccc(N=Cc2ccc(Br)cc2)cc1	2	48
CC(=O)Oc1cc(C(C)C)c(OCCN(C)C)cc1C	-1	·
COc1ccc(OC)c(C(O)CN2CCN(c3ccccc3Cl)CC2)c1 (centres undefined)	-11	39
CCCC(=O)N1CCN(Cc2noc(-c3ccc(Cl)cc3Cl)n2)CC1	-4	10
COc1ccc(C)cc1NC(=O)c1cnc2n(c1=O)CCS2	-1	6
CC(C)c1cccc(OCCN2CCOCC2)c1	4	-1
N#Cc1cnc(SCC(=O)NC(=O)Nc2ccccc2)nc1N	-3	·
CSc1nc(-n2nc(C)cc2C)nc(-c2ccco2)c1C#N	1	·
O=C(Nc1ccccc1)Oc1cccc2cccnc12	-13	94*
Cc1ccc(NC(=O)Cc2nc(-c3ccccn3)n[nH]2)cc1	-6	69*
CCOC(=O)c1cc2cc(OC)c(OC)cc2c(Cc2ccc(OC)c(OC)c2)n1	3	1
CCNC(=O)Nc1ccc(N2CCCN(Cc3cccc(Cl)c3F)C2=O)cc1	-2	22

Reformatted as comma-separated lines: part of the list above.
canonical_smiles,Pf apPOL inh,mHTT-CaM PPI inh
Cc1nn(-c2ccccc2)c(C)c1Sc1ccc([N+](=O)[O-])cc1,-1,42
O=C(Nc1ccc(F)cc1)C1CCCN(C(=O)c2ccccc2Cl)C1 (centres undefined),-9,36
CCOC(=O)C(=O)NCc1nc(COc2ccc(OC)cc2)no1,-6,-16
O=C1C2C3CC(C(Br)C3Br)C2C(=O)N1c1ccc(O)cc1 (centres undefined),-3,-4
COc1ccc(C(=O)N2CCCc3ccccc32)cc1[N+](=O)[O-],-1,11
c1ccc2c(c1)OCC(CSc1nc3ccccc3[nH]1)O2 (centres undefined),-7&-10,-9&-3
Cc1ccc2c(c1)NC(=O)C(C(=O)N1CCCCCC1)O2 (centres undefined),-1,-5
N#Cc1ccc(S(=O)(=O)N2CCCC(c3nc(CNC(=O)C4CC4)cs3)C2)cc1 (centres undefined),-4,1
Cc1ccc(NC(=O)C2CCCO2)c([N+](=O)[O-])c1 (centres undefined),-2,5
CCc1ccc(S(=O)(=O)N2CCC(CN3CCCCCC3)CC2)cc1,2,100*
NC(=O)c1ccc(N=Cc2ccc(Br)cc2)cc1,2,48
CC(=O)Oc1cc(C(C)C)c(OCCN(C)C)cc1C,-1,·
COc1ccc(OC)c(C(O)CN2CCN(c3ccccc3Cl)CC2)c1 (centres undefined),-11,39
CCCC(=O)N1CCN(Cc2noc(-c3ccc(Cl)cc3Cl)n2)CC1,-4,10
COc1ccc(C)cc1NC(=O)c1cnc2n(c1=O)CCS2,-1,6
CC(C)c1cccc(OCCN2CCOCC2)c1,4,-1
N#Cc1cnc(SCC(=O)NC(=O)Nc2ccccc2)nc1N,-3,·
CSc1nc(-n2nc(C)cc2C)nc(-c2ccco2)c1C#N,1,·
O=C(Nc1ccccc1)Oc1cccc2cccnc12,-13,94*
Cc1ccc(NC(=O)Cc2nc(-c3ccccn3)n[nH]2)cc1,-6,69*
CCOC(=O)c1cc2cc(OC)c(OC)cc2c(Cc2ccc(OC)c(OC)c2)n1,3,1
CCNC(=O)Nc1ccc(N2CCCN(Cc3cccc(Cl)c3F)C2=O)cc1,-2,22

Rows were taken by chance (roughly 3.6% active in at least one column).
